# Assay outcomes (PubChem BioAssay)
# Dengue inhibitors: Dengue virus cytopathic effect inhibitors, cell-based, CPE readout, HTS (AID 540333). Dengue virus CPE inhibition in host cells; hits give high values. CPE inhibition, % at 20 µM. 3.1% of 10,000 active; in the data active = CPE inhibition mostly above about 9.1%, no sharp cut-off; inactive = mostly below about 7.2%
# Active calls of the source: *; i = inactive.
SMILES,Dengue inhibitors
COc1ccc(S(=O)(=O)N2CCOCC2)cc1NC(=O)c1cc2c(s1)CCCC2,0.6
CC1CCCN(c2nc(NCc3ccco3)nc(N)c2[N+](=O)[O-])C1 (configuration not stated),2.0
Cc1cc(C)c(NC(=O)Cc2ccc(-n3cccc3)cc2)c(C)c1,0.2
Cc1ccc(C(C(=O)NC2CCCCC2)N(Cc2ccccc2)C(=O)Cc2c[nH]c3ccccc23)o1 (configuration not stated),24*
CC1CCN(c2ccc(C(=O)NCc3ccc4c(c3)OCO4)cc2[N+](=O)[O-])CC1,1.5
O=C(c1ccc(Cn2cc(Br)cn2)cc1)N1N=C(C(F)F)CC1(O)C(F)F (configuration not stated),0.5
Nc1cc(=O)[nH]c(=O)n1CC1CC1,0.1
COc1ccccc1NC(=O)C(=O)NCc1ccccc1Cl,0.4
CCC(=O)NC(=S)Nc1ccc(NC(=O)COc2ccccc2)cc1,i
COCCn1c(=NC(=O)/C=C/c2cccs2)sc2cc(NC(C)=O)ccc21,i
O=C(c1cccc([N+](=O)[O-])c1)N1CCN(c2ccc(Cl)cc2)CC1,0.4
COc1ccc(C2=NN(S(C)(=O)=O)C(c3ccc4nccnc4c3)C2)cc1 (configuration not stated),0.1
O=C(Nc1cccc([N+](=O)[O-])c1)c1cnccn1,0.1
c1ccc(OCCOc2cccc3cccnc23)cc1,i
COc1ccc(C2OCC3(CO2)SC(=O)NC3=O)cc1 (configuration not stated),0.5

# The last 3 records of the section above open the next one:
SMILES,Dengue inhibitors
O=C(Nc1cccc([N+](=O)[O-])c1)c1cnccn1,0.1
c1ccc(OCCOc2cccc3cccnc23)cc1,i
COc1ccc(C2OCC3(CO2)SC(=O)NC3=O)cc1 (configuration not stated),0.5
CC(=O)Nc1ccc(NC(=O)COC(=O)c2c3c(nc4ccccc24)CCN(Cc2ccccc2)C3)cc1,i
CCOc1ccc(-c2cn(-c3cccc(SC)c3)c(=O)[nH]2)cc1,0.4
COc1ccc(NS(=O)(=O)c2cc(NC(=O)c3ccco3)ccc2N2CCCCC2)cc1,9.5
CCOC(=O)[C@@H]1[C@H]2COc3ccc(Br)cc3[C@H]2N2C(=O)N(c3ccc(OC)cc3)C(=O)[C@]12C,0.2
CC(C)Oc1ccc(C(=O)NC(=S)N2CCOCC2)cc1,i
CCOC(=O)C(C)(C)NS(=O)(=O)c1ccc(Cl)c([N+](=O)[O-])c1,3.2
O=C(CC1S/C(=N\S(=O)(=O)c2ccccc2)N(c2ccccc2)C1=O)Nc1ccc(F)cc1 (configuration not stated),i
O=C(CSc1ccccn1)Nc1ccc2c(c1)oc1ccccc12,0.3
O=C(C1=C(O)C(=O)N(Cc2ccco2)C1c1cccs1)c1cccs1 (configuration not stated),i
Cc1ccc(S(=O)(=O)N(C)C)cc1NC(=O)[C@H](Cc1ccccc1)N1C(=O)c2ccccc2C1=O,i
Cc1ccc(N=Nc2c(N)[nH]n3c(=O)cc(C)nc23)cc1,0.3
Cc1cc2oc(=O)cc(CN3CCN(S(=O)(=O)c4cccs4)CC3)c2cc1C(C)C,0.4
COc1cc(/C(C)=N/NC(=O)Cc2c(C)[nH][nH]c2=O)ccc1O,0.1
COc1ccc(NS(=O)(=O)c2ccc(N3CCOCC3)c(NC(=O)c3cccc(F)c3)c2)cc1,i
CCC(=O)N1N=C(c2ccc(C)o2)CC1c1ccc(Br)cc1 (configuration not stated),i

# By substructure: the compounds so far with four or more nitrogen atoms.
SMILES,Dengue inhibitors
CC1CCCN(c2nc(NCc3ccco3)nc(N)c2[N+](=O)[O-])C1 (configuration not stated),2.0
O=C(c1ccc(Cn2cc(Br)cn2)cc1)N1N=C(C(F)F)CC1(O)C(F)F (configuration not stated),0.5
COc1ccc(C2=NN(S(C)(=O)=O)C(c3ccc4nccnc4c3)C2)cc1 (configuration not stated),0.1
O=C(Nc1cccc([N+](=O)[O-])c1)c1cnccn1,0.1
CC(=O)Nc1ccc(NC(=O)COC(=O)c2c3c(nc4ccccc24)CCN(Cc2ccccc2)C3)cc1,i
Cc1ccc(N=Nc2c(N)[nH]n3c(=O)cc(C)nc23)cc1,0.3
COc1cc(/C(C)=N/NC(=O)Cc2c(C)[nH][nH]c2=O)ccc1O,0.1

# Next compounds follow:
SMILES,Dengue inhibitors
Cn1c(NC(=O)c2ccc(S(=O)(=O)N3CCCCC3)cc2)cc(=O)n(C)c1=O,i
Oc1oc(-c2cccc3ccccc23)nc1/C=N/c1nccs1,1.5
COc1cc2c(cc1OC)CN(C(=O)c1ccc(S(=O)(=O)N3CCCCC3)cc1)CC2,0.1
CCc1ccc2c(c1)C(c1ccc([N+](=O)[O-])cc1)=NNC(c1ccc(Br)cc1)=N2,1.0
CN(C(=S)NC(=O)c1ccc(Br)o1)c1ccccc1,i
O=C(NC1CCCc2ccccc21)C(Cc1ccccc1)NS(=O)(=O)c1cccs1 (configuration not stated),i
COc1ccc(-n2c(C)nc3cc(C(=O)NCc4ccc5c(c4)OCO5)ccc32)cc1,0.6
Cc1cnc(C(=O)Nc2nnc(SCc3c(Cl)cccc3Cl)s2)cn1,i
COc1cc2c(cc1NC(=O)c1cccc(F)c1)CCCC2,i
O=C(CSCc1ccco1)NC1CCCC1,0.2
COc1ccc(C(=O)n2cc(C(=O)c3cc(C)ccc3O)cn2)cc1OC,14*
O=C(Nc1nc2ccccc2s1)c1ccc2c(c1)OCO2,i
CC(=O)N1c2ccc([N+](=O)[O-])cc2NC(=O)CC1C (configuration not stated),i
Cn1c2ccccc2c(=O)c2c(=O)n(-c3ccccc3)c(C3CCCCC3)nc21,9.1*
CC(C)=C1C2CCC1C1C(=O)N(c3nccs3)C(=O)C21 (configuration not stated),0.1
COc1ccc(-n2c(Cn3nc(C(F)(F)F)cc3C)n[nH]c2=S)cc1,0.3
CCOC(=O)C(=NC1CCCCC1)NNc1cccc(C(F)(F)F)c1,5.4
CC(C)c1nnc(NC(=O)Cc2ccccc2[N+](=O)[O-])s1,0.4
Cc1cccc(N2CC(C(=O)Nc3nnc(SCC(=O)Nc4nccs4)s3)CC2=O)c1 (configuration not stated),0.0
O=C(c1ccccc1-n1cccc1)N1N=C(C(F)F)CC1(O)C(F)F (configuration not stated),1.2
CN1CCN(S(=O)(=O)c2cnccc2N2CCN(c3cccc(Cl)c3)CC2)CC1,4.2
CC(C)c1ccc(NC(=S)NCCc2c[nH]c3ccccc23)cc1,i
CCCOC(=O)c1ccc(NC(=O)c2c(Cl)ccc(Cl)c2OC)cc1,0.1
CC(C)COC(=O)/C(C#N)=C/c1cn(Cc2ccccc2)c2ccccc12,0.5
Cc1ccc2c(c1)C1CN(C)CCC1N2C(=O)c1ccccc1NS(=O)(=O)c1ccc(F)cc1 (configuration not stated),0.1
COc1ccccc1N1CCN(C(=O)CSc2ncnc3scc(-c4ccccc4)c23)CC1,5.6
CSc1ccc(/C=N/NC(=O)COc2ccc(Br)cc2Cl)cc1,3.2
O=C(CCCC(=O)NCc1ccccc1)NCc1ccccc1,i
Cc1ccc(C(=O)O/N=C(\N)c2cccnc2)cc1[N+](=O)[O-],1.1
N/C(=N\OC(=O)c1ccc([N+](=O)[O-])cc1)c1cccnc1,i

# Quoted at random: five entries already listed.
SMILES,Dengue inhibitors
CCCOC(=O)c1ccc(NC(=O)c2c(Cl)ccc(Cl)c2OC)cc1,0.1
Cc1ccc2c(c1)C1CN(C)CCC1N2C(=O)c1ccccc1NS(=O)(=O)c1ccc(F)cc1 (configuration not stated),0.1
CCOC(=O)C(=NC1CCCCC1)NNc1cccc(C(F)(F)F)c1,5.4
CC(C)c1nnc(NC(=O)Cc2ccccc2[N+](=O)[O-])s1,0.4
N/C(=N\OC(=O)c1ccc([N+](=O)[O-])cc1)c1cccnc1,i

# Next part:
SMILES,Dengue inhibitors
CCCOC(=O)c1ccc(S(N)(=O)=O)o1,i
Cc1nc(CC(=O)NNS(=O)(=O)c2ccc(F)c(Cl)c2)cs1,0.6
CCOP(=O)(OCC)C(Nc1ccccc1)c1cc(OC)ccc1OC (configuration not stated),i
C/C=C(\NC(C)=O)c1ccccc1,0.1
COc1ccc2c(CC(=O)Nc3ccc(OC)c(S(=O)(=O)N4CCOCC4)c3)coc2c1,i
CCCCONc1ncnc2nonc12,0.4
COc1ccccc1NC(CC(=O)c1ccccc1)C(=O)OCC(=O)c1ccc(F)cc1 (configuration not stated),i
O=C1CCCC2=C1C(c1cccs1)Nc1ccccc1N2 (configuration not stated),0.5
C=C[C@@H]1c2cccc(C)c2N(S(=O)(=O)c2ccc(C)cc2)[C@H](c2ccc(OC(C)=O)cc2)C1(C#N)C#N,i
Cc1cc(C)c(S(=O)(=O)Nc2ccccc2-c2ccccc2)c(C)c1,20*
O=C(c1cn(-c2ccccc2)nc1-c1ccc(F)cc1)N1CCCCC1,2.1
Cc1[nH][nH]c(=O)c1C(c1ccc(O)c([N+](=O)[O-])c1)c1c(C)[nH][nH]c1=O,i
S=C1NCCOCCNC(=S)NCCOCCOCCOCCN1,i
Cc1ccc(CNC(=O)Cc2ccc(-n3cccc3)cc2)cc1,0.0
COc1ccc(-c2nn(-c3ccccc3)cc2/C=N/NC(=O)c2cccc(S(=O)(=O)Nc3ccccc3OC)c2)cc1,i
COc1ccc(NCc2ccccc2[N+](=O)[O-])cc1OC,1.5
Cc1ccc(NC(=O)c2cccc(C(F)(F)F)c2)cc1NC(=O)c1[nH]cnc1C(N)=O,2.4
Cc1c(C(=O)NCc2ccc3c(c2)OCO3)cccc1[N+](=O)[O-],i
CC1(OC(=O)C2CCCC2)C(=O)C=C2C=C(c3ccsc3)N(Cc3ccccc3)C=C2C1=O (configuration not stated),1.1
CCc1ccc(NC(=O)C(C)OC(=O)CCC(=O)c2cccs2)cc1 (configuration not stated),i
Cc1cccc(CN2CCc3c(OCC(=O)N4CCCc5ccccc54)cccc3C2=O)c1,4.0
COc1ccc(/C=N/N2C(=O)c3ccccc3C2=O)cc1,0.2
O=C(O)/C=C/C(=O)NNC(=O)c1cccc(Br)c1,0.1
CCOc1cccc(OCCOc2ccc(C(=O)c3ccccc3)cc2)c1,0.1
Cc1ccc(C=Nc2cc([N+](=O)[O-])ccc2C)s1,i
Cc1nc2cc(C(=O)OCC(=O)Nc3ccc(C#N)cc3)ccc2n1-c1ccccc1,0.8
Cn1c(N)c(C(=O)CNC2CCCCC2)c(=O)n(C)c1=O,i
C=CCOC(=O)C1=C[C@@H](c2ccc(C(F)(F)F)cc2)C[C@@H](OCc2ccc(CO)cc2)O1,3.9
O=C(/C=C/c1ccco1)Nc1ccc(C(=O)N2CCOCC2)cc1,0.0
Cc1cc2c(cc1C)C(c1cc(Br)ccc1F)CC(=O)N2 (configuration not stated),i

# Look-ups from the results shown.
# Under Dengue inhibitors, O=C(Nc1cccc([N+](=O)[O-])c1)c1cnccn1 shows 0.1
# Under Dengue inhibitors, COc1cc(/C(C)=N/NC(=O)Cc2c(C)[nH][nH]c2=O)ccc1O shows 0.1
# Under Dengue inhibitors, COc1ccc(C(=O)n2cc(C(=O)c3cc(C)ccc3O)cn2)cc1OC shows 14*

# Following part
SMILES,Dengue inhibitors
CC(=O)Nc1ccc(C(=O)OCC(=O)c2cccc([N+](=O)[O-])c2)cc1,0.7
Cc1cccc(NC(=O)CSc2nc3[nH]ncc3c(=O)[nH]2)c1,0.1
CC(/C=C1\SC(=O)N(CCCC(=O)O)C1=O)=C\c1ccccc1,i
CC(C)(Oc1ccc(Cl)cc1)C(=O)NC1=NN(c2ccccc2)C(=O)C1,i
Cc1ccc(C(=O)COC(=O)CCCC(=O)Nc2cc(C(F)(F)F)ccc2Cl)cc1C,i
COc1ccc(C(=O)OCC(=O)Nc2ccc(Cl)c(C(F)(F)F)c2)c(OC)c1OC,i
CC1CCCCN1C(=O)c1ccc(C(=O)Nc2ccc(F)cc2)cc1 (configuration not stated),i
CCOC(=O)c1c(C)[nH]c(=S)c(C#N)c1-c1ccccc1,1.7
O=[N+]([O-])c1ccc(O)c(/C=N/Nc2nc3ccccc3[nH]2)c1,i
Cc1ccc(/C=C2\SC(=S)N(CCCC(=O)Nc3nccs3)C2=O)cc1,0.5
NC(=O)C1(NC(=O)[C@@H]2CC3(CC(c4cccc(NC(=O)[C@@H]5CCC(=O)N5)c4)=NO3)CN2C(=O)c2cnccn2)CC1 (some centres not stated),0.7
CC1=C(C(=O)Nc2ccccc2C)C(c2cccs2)NC(=S)N1 (configuration not stated),0.3
COc1cc(OC)cc(C(=O)NCC(=O)OCC(=O)NC(C)(C)C)c1,i
COc1ccc(OC)c(C2C3=C(CC(C)(C)CC3=O)Nc3nnnn32)c1 (configuration not stated),0.1
CNC(=S)Nc1ccc(C)cc1,0.0
S=C(NCCCN1CCOCC1)NCCCN1CCOCC1,i
COc1cccc(-c2c(-c3cc(OC)cc(OC)c3)n(C)c3ccc(-c4cccc5[nH]ccc45)cc23)c1,4.0
COc1ccc(CCC(C)NCC2CCCCC2)cc1 (configuration not stated),0.8
CC(C)NC(=S)NCc1cccnc1,i
CN(C)S(=O)(=O)c1ccc2c(c1)nc(CCC(=O)Nc1ccc3c(c1)OCO3)n2C,i
Cc1cc(=O)[nH]c(N/N=C/c2c(O)n(-c3ccccc3)c(=O)c3ccccc23)n1,0.1
CCOc1ccc(-n2c(SCC(=O)c3c(N)n(C)c(=O)n(C)c3=O)nnc2-c2cccnc2)cc1,i
CC1CCCCN1C(=O)c1cc(Cl)ccc1[N+](=O)[O-] (configuration not stated),i
Cc1noc(/C=C/c2ccco2)c1S(=O)(=O)N1CCC(C(=O)Nc2ccc(Cl)cn2)CC1,1.6
NNC(=O)c1cc(Cl)ccc1Cl,0.8
O=C1N(c2cccc(Cl)c2)C(c2ccccc2)N2CCCN12 (configuration not stated),0.6
Cc1cc(C)c(NC(=O)COC(=O)c2cccc3c2C(=O)c2ccccc2C3=O)c(C)c1,3.0
CC1=C(C(=O)Nc2ccc(F)c(F)c2)C(c2cccs2)NC(=S)N1 (configuration not stated),0.7
CCCCOC(=O)Cn1c(-c2ccccc2)nc2ccccc2c1=O,0.4
Fc1ccc(CN2C3=NCCCN3c3ccccc32)cc1,1.2
O=C1[C@H]2CC3CCC2(O3)[C@@H]2OCCCN12 (some centres not stated),i
O=C(CN1CCN(Cc2ccc(Cl)cc2)CC1)N/N=C/c1ccncc1,0.2
Cc1ccc(NC(=O)C2CCN(S(=O)(=O)c3c(C)noc3/C=C/c3ccco3)CC2)nc1,i
O=C(O)c1cc(NS(=O)(=O)c2ccc(N3CCOCC3)c([N+](=O)[O-])c2)cc(C(=O)O)c1,i

# The list is partial. The share of hits here may be higher or lower than overall.
